High-throughput results deposited in PubChem by several laboratories.
LMP1 NFkB inh: inhibitors of Epstein-Barr LMP1-induced NF-kappaB reporter. LMP1-induced NF-kappaB luciferase reporter cells, luminescence. inhibition, % at 12.5 µM. 0.69% of 350,000 active; in the data active = inhibition above about 41%;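 also: 0% = neutral control wells and 100% = reference inhibitor control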
NCOA2 inhibitor: inhibits human steroid receptor coactivator 2. Q15596. HEK293 GAL4-SRC2 luciferase reporter, luminescence. inhibition, % at 9 µM. 0.17% of 370,000 active. AID 651957;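 active = inhibition above the mean inhibition of all tested compounds plus 3 SD, set per campaign, cut at about 52% in these data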;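 also: 0% = DMSO treated cells and 100% = cells given Gossypol at 36 µM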
NR5A2 inv ag: NR5A2 inverse agonism in reporter assay; O00482; HEK293T StAR-luciferase reporter, LRH-1 transfected, 24 h; 0.13% of 360,000 active; inhibition, % at 3.6 µM; AID 602396;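 active = inhibition above the mean inhibition of all tested compounds plus 3 SD, cut at about 73% in these data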;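 also: 0% = DMSO wells and 100% = reporter-only cells lacking LRH-1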
SRC1 inh: inhibits human SRC1 coactivator; Q15788; HEK293 GAL4-SRC1 luciferase reporter, luminescence; inhibition, % at 3.6 µM; 0.12% of 360,000 active; AID 588354;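 active = inhibition above the campaign mean plus 3 SD, with each screening campaign given its own cutoff, cut at about 60% in these data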;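 also: 0% = DMSO treated cells and 100% = gossypol at 36 µM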
CF NFkB block: cystic fibrosis NF-kB activation inhibition. KKLEB NF-kB-GFP reporter, PAF-induced, GFP fluorescence overnight. inhibition, % at 5 µM. 0.86% of 360,000 active. AID 588850;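 active = at least 50% inhibition at 5 µM, scaled per plate between neutral and stimulator controls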;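 also: PAF is a Pseudomonas aeruginosa culture filtrate used as stimulus; plate controls were PAF-stimulated DMSO wells for no effect and unstimulated DMSO wells for full effect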
COUP-TFII inh: NR2F2 (human) inhibition, primary screen | HEK293T NGFI-A luciferase reporter, luminescence | AID 686940 | 0.7% of 370,000 active | inhibition, % at 8.6 µM;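 active = inhibition above a per-plate cutoff, mean inhibition of test wells between control levels plus 3 SD, cut at about 38% in these data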;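 also: cells cotransfected with COUP-TFII expression vector driving the NGFI-A reporter; 0% = median of COUP-TF2 test wells and 100% = reporter-only cells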
NCOA3 inh: inhibitors of human steroid receptor coactivator 3 (SRC3) | HEK293 GAL4-SRC3 luciferase reporter, luminescence | inhibition, % at 3.6 µM | 0.17% of 360,000 active;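 active = inhibition above a per-campaign cutoff, the mean of all compounds plus 3 SD, cut at about 60% in these data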;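 also: 0% = DMSO-treated cells and 100% = gossypol-treated cells at 36 µM; higher means less SRC3-driven luciferase light from the GAL4 reporter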
Target sequence (Q9Y6Q9 whole entry, looked up, the tested form may be a part): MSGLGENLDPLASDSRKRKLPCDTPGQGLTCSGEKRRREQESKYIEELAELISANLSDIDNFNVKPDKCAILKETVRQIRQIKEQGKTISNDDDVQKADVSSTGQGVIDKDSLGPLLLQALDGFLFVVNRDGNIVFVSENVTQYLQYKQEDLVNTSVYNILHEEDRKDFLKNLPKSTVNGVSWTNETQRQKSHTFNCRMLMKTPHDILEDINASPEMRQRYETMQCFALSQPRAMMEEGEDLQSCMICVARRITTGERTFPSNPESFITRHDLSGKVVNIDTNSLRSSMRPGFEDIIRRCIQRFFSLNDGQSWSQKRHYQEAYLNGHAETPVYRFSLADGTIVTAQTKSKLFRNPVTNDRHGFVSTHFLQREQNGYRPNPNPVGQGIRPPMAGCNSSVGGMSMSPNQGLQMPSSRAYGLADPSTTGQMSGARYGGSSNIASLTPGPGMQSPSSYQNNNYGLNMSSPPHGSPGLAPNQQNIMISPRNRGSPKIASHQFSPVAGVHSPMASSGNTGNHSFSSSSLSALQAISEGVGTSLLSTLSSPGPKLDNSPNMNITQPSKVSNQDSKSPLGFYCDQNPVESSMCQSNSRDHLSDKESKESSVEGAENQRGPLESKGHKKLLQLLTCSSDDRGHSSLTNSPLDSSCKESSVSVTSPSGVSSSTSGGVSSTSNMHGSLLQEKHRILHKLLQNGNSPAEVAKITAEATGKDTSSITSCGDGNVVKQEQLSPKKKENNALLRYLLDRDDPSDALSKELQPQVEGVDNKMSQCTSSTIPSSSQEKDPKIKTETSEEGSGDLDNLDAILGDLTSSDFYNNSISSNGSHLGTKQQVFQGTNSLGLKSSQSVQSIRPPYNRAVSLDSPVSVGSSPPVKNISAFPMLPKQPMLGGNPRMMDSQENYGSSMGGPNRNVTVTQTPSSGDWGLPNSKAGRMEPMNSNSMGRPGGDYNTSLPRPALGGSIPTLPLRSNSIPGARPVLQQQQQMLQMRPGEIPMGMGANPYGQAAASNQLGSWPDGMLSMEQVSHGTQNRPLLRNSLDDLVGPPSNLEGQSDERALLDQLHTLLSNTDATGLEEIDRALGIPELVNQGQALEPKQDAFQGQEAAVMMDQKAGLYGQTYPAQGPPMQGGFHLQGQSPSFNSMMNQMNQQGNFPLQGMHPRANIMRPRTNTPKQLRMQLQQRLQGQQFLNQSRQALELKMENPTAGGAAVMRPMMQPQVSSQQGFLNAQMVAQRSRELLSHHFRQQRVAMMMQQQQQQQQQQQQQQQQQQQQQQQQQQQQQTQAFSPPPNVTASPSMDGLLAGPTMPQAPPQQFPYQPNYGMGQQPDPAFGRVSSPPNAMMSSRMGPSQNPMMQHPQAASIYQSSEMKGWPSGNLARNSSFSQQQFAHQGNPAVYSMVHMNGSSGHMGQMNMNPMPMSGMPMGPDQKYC
TWEAK Fn14 block: inhibitors of TWEAK-Fn14 interaction signaling; TWEAK-stimulated Fn14 reporter cells, luciferase luminescence, 8 h; inhibition, % at 10 µM; 2% of 360,000 active; AID 1159606; in the data active = inhibition above about 50%
TROY NFkB inh: inhibitors of TROY-dependent NF-kB signaling; Q293 LMP1-TROYcd NF-kB luciferase reporter, 4 h; inhibition, % at 10 µM; 0.98% of 360,000 active; AID 1347056;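 active = compounds whose plate-normalised and pattern-corrected inhibition of the luciferase reporter signal at the single screening dose is 50% or more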
KKLEB tox: counter-screen for CF NF-kB inhibitors: cytotoxicity; 0.36% of 360,000 active; AID 602141; KKLEB CF airway cells viability, ATPlite luminescence, overnight; hits give low values; cells stimulated with P. aeruginosa culture filtrate; activity change (cytotoxicity), % at 5 µM;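 active = corrected activity change at or below -50% at 5 µM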
TRAIL sens C8: sensitizes caspase-8 expressing cells to TRAIL; NB7+C8 cells + TRAIL, ATPlite viability luminescence; inhibition (viability loss, TRAIL sensitization), % at 10 µM; 1% of 360,000 active;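 active = compounds causing at least 50% loss of cell viability in the single-dose screen, relative to plate controls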
An asterisk follows results filed as active; . = not tested or not shown; & = joins results of further samples.

cpd | smiles | CF NFkB block | KKLEB tox | LMP1 NFkB inh | NCOA2 inhibitor | TWEAK Fn14 block | TRAIL sens C8 | TROY NFkB inh | NR5A2 inv ag | SRC1 inh | COUP-TFII inh | NCOA3 inh
1 | CCc1nnc2c(N(C)C)nc3ccccc3n12 | -5 | -2 | 7 | -11 | 15 | -10 | -11 | 2 | -37 | 2 | 11
2 | Cc1sc(NC(=O)c2ccccc2)c(C(c2ccccn2)N2CCN(CCO)CC2)c1C (centres undefined) | 11 | -13 | 2 | -12 | 65* | -3 | 78* | 14 | -10 | 7 | 7
3 | Cc1ccccc1CC(=O)NC1CCCc2ccccc21 (centres undefined) | -10 | 6 | 10 | 1 | -9 | 1 | 11 | -5 | -35 | 10 | 1
4 | COc1ccc(C(=O)Nc2ccc3ccccc3n2)c(OC)c1OC | 14 | -52* | 15 | 23 | 88* | 83* | 72* | -54 | -96 | -20 | -38
5 | Cc1ccc(C)c(OCC(=O)Nc2ccc(S(=O)(=O)Nc3onc(C)c3C)cc2)c1 | -6 | 4 | -2 | 1 | 18 | 13 | -9 | 4 | 8 | 14 | -11
6 | Cn1c(N2CCC(C(N)=O)CC2)nc2c1c(=O)n(Cc1cccc(Br)c1)c(=O)n2C | 11 | -12 | 8 | -13 | -2 | -11 | 2 | -22 | 3 | 2 | 2
7 | COc1cc(CC(=O)OCC(=O)c2ccc[nH]2)cc(OC)c1OC | 22 | 2 | 0 | -4 | -6 | 0 | -3 | -27 | -5 | -7 | -12
8 | Cc1ccc(CNC(=O)CCS(=O)(=O)c2ccc(Br)cc2)cc1 | -5 | 5 | 6 | -5 | 9 | 12 | 1 | -9 | -10 | 14 | -14
9 | COc1ccc(C2CC(c3ccc4ccccc4c3)=NN2C(=O)CNC2CCCCC2)cc1 (centres undefined) | 30 | -31 | -5 | -10 | 15 | 9 | 27 | -7 | -9 | 14 | -7
10 | COc1ccc(NC(=O)Cc2nnc(SCC(=O)c3ccccc3)n2C)cc1 | 9 | -1 | -3 | 10 | 12 | 4 | 0 | -2 | 12 | -3 | 19
11 | COc1ccc(Cc2nnc(NC(=O)c3ccc(OC)c(OC)c3)s2)cc1OC | 17 | -8 | -1 | -43 | -1 | -3 | 9 | 19 | 10 | -22 | 19
12 | COc1ccc(S(=O)(=O)n2nc(C)c(S(=O)(=O)N3CCOCC3)c2C)cc1 | 10 | -3 | 3 | -26 | 20 | -9 | -9 | -6 | -10 | 3 | -4
13 | C/C(=N\NC(=O)c1ccc(NS(=O)(=O)c2cccs2)cc1)c1ccc(O)cc1O | 5 | 6 | 2 | 4 | -3 | 24 | 3 | 4 | -31 | -6 | 12
14 | Cc1ccc(S(=O)(=O)N(C)CC(=O)N2CCN(C(=O)c3ccco3)CC2)cc1 | 1 | 2 | -9 | 27 | 12 | 0 | -11 | -10 | -10 | -4 | 17
15 | O=C(Nc1ccccc1C(=O)O)c1cccc(N2C(=O)c3ccccc3C2=O)c1 | 9 | 4 | 4 | -11 | 12 | -4 | -11 | 14 | 3 | 12 | -41
16 | O=C(Nc1ccc2c(c1)COC2=O)c1ccc(Cl)c(Cl)c1 | -30 | -2 | -8 | -54 | -49 | -10 | -52 | -34 | -30 | -14 | -26
17 | COc1ccc(Cc2nc(-c3ccncc3)no2)cc1 | -2 | 0 | -4 | -42 | 36 | 5 | 50* | -18 | -25 | -3 | 0
18 | Cc1ccc(S(=O)(=O)Nc2ccccc2C(=O)N2CCCCC2C)c(C)c1NS(C)(=O)=O (centres undefined) | 9 | -8 | 1 | 11 | 27 | 6 | 8 | -4 | -4 | 12 | -7
19 | CC1SC(C)C(=O)N(CC(=O)NCc2ccc(F)cc2)C1=O (centres undefined) | -2 | 17 | 25 | 3 | -9 | -6 | -21 | 13 | -23 | 10 | 5
20 | CC(C)c1ccc(C(C)NC(=O)C2CCCC2)cc1 (centres undefined) | 5 | 1 | 4 | 22 | 3 | -5 | 5 | 12 | -3 | 23 | -10
21 | CCCCn1c(SCC(=O)c2ccc3c(c2)OCCO3)nnc1-c1ccco1 | 2 | -1 | 3 | -26 | 2 | 5 | 4 | 13 | 0 | 0 | 10
22 | CC(N)c1csc(Nc2ccc(C(=O)NCCO)cc2)n1 (centres undefined) | 6 | -5 | . | 6 | 21 | 7 | 8 | -103 | -21 | 2 | -10
23 | CCCOc1ccc(C(=O)NCc2cccnc2)cc1 | -4 | -4 | 3 | -27 | -2 | -2 | -1 | 10 | -1 | 10 | 13
24 | CCCCNc1c(-c2cccc(SC3CCCCC3)c2)nc2ccc(Cl)cn12 | -10 | 4 | 0 | -11&-17 | 7&8 | -4&9 | -32&-23 | 7&-5 | 6 | -15&11 | 15
25 | Cc1ccc(-n2nc(C)c(/C=N/NC(=O)c3cccnc3)c2Cl)cc1 | -10 | 3 | 0 | 1 | -5 | -2 | -25 | -3 | -3 | -16 | 12
26 | Cn1cc(/C=C(\NC(=O)c2ccccc2)C(=O)NCCCn2ccnc2)c2ccccc21 | 11 | -5 | -3 | -17 | 9 | -3 | 39 | 1 | 6 | -17 | 2
27 | CN(Cc1ccccc1)C(=S)NC(=O)C1CCCCC1 | -13 | 7 | -2 | -14 | 6 | -1 | -2 | 7 | -4 | -15 | -9
28 | O=C(C1CCCN(S(=O)(=O)c2ccccc2[N+](=O)[O-])C1)N1CCCC1 (centres undefined) | 7 | -3 | -2 | 10 | -13 | -1 | -6 | 8 | -7 | 0 | 14
29 | CC(C)CC(CO)N1CCN(C(=O)c2ccccc2)CCC1=O (centres undefined) | -1 | -6 | -1 | -37 | -6 | -1 | -20 | 7 | 5 | 13 | 13
30 | Cc1cc(=S)nc(-c2ccccn2)[nH]1 | -10 | 4 | -2 | -2 | -1 | 12 | -11 | 16 | -6 | 14 | 17

(continued)
cpd | smiles | CF NFkB block | KKLEB tox | LMP1 NFkB inh | NCOA2 inhibitor | TWEAK Fn14 block | TRAIL sens C8 | TROY NFkB inh | NR5A2 inv ag | SRC1 inh | COUP-TFII inh | NCOA3 inh
31 | CCOc1ccc(/C=C2/SC(=S)N(CCC(=O)Nc3ccc(C(=O)O)cc3)C2=O)cc1 | 14 | 8 | -8 | -6 | -72 | 1 | -59 | 5 | -1 | 2 | 5
32 | CCOC(=O)N1CCN(CC(=O)Nc2ccc(OC)cc2)CC1 | -4 | 12 | -9 | 16 | -6 | 12 | -6 | 4 | -2 | -4 | -13
33 | C1CCc2c(nnc3c2-c2nonc2CC3)C1 | 8 | 22 | 1 | -18 | 1 | -3 | -4 | -8 | -4 | -1 | 16
34 | COC(=O)c1ccc(Nc2nc(-c3ccncc3)nc3ccccc23)cc1 | 1 | 1 | -6 | 8 | -20 | 3 | 7 | 11 | 15 | -18 | 1
35 | O=C(Nc1ccc(Cl)c(Cl)c1)OCCNC(=O)c1cccc(Cl)c1 | -9 | -1 | 13 | 20 | -3 | 5 | 37 | 0 | -9 | -5 | 6
36 | C=CCOC(=O)C1=C(C)NC(C)=C(C(=O)OCC=C)C1c1cn(-c2ccccc2)nc1-c1ccco1 | -2 | -9 | 4 | 3 | -2 | 0 | -42 | -1 | 7 | 3 | 0
37 | COC(=O)C1=C(C)N(Cc2ccco2)C(=O)C1 | 15 | -1 | 1 | 11 | -7 | -9 | -3 | 0 | -66 | 11 | -7
38 | COC(=O)CC1Oc2ccccc2N(Cc2ccccc2)C1=O (centres undefined) | 21 | 0 | -3 | -14 | -3 | 1 | -13 | -2 | -2 | 16 | 14
39 | COc1cccc(NC(=O)CCNC(=O)Cn2ccc3ccccc3c2=O)c1 | -11 | 11 | 0 | -37 | 9 | -18 | -2 | 7 | 7 | 10 | 1
40 | CC(CN1C(C)CCCC1C)OC(=O)c1ccccc1Br (centres undefined) | 3 | -14 | 3 | -3 | 6 | 7 | -10 | -15 | 0 | -5 | -14
41 | CN(/C=C/C(=O)C(F)(F)F)Cc1ccccc1 | 2 | -3 | 11 | 15 | -1 | 0 | 33 | -13 | -3 | 14 | 19
42 | CC(=O)CSc1ccc(C(=O)O)cn1 | 12 | -6 | -4 | 5 | -5 | -4 | 5 | 9 | -22 | -17 | 1
43 | O=C(Cn1c(=O)oc2ccccc21)Nc1ccc(S(=O)(=O)N2CCCCC2)cc1 | -12 | 9 | 0 | 12 | 12 | -1 | 4 | -6 | -6 | 2 | 7
44 | COCCN(C(=S)Nc1ccccc1C)C(C)c1cccs1 (centres undefined) | 15 | -4 | 4 | -15 | 3 | -14 | 9 | 13 | 0 | 10 | 14
45 | Cc1ccc(S(=O)(=O)NCC(=O)OCC(=O)N2CCN(C(=O)c3ccco3)CC2)cc1C | -2 | -7 | -5 | -4 | 7 | -13 | 3 | 20 | -10 | -4 | 8
46 | CC1(Cc2ccc(F)cc2)C(=O)Nc2c(Cl)ccc(Cl)c21 (centres undefined) | 17 | 3 | . | -15 | 2 | 12 | 0 | -2 | 6 | 6 | 8
47 | O=C(COc1ccc(-n2ccnc2)cc1)Nc1cccc(F)c1 | -2 | 2 | -3 | 8 | -13 | 2 | -16 | -1 | 14 | 6 | 12
48 | Cc1c(NC(=S)N/N=C/c2ccc([N+](=O)[O-])cc2O)c(=O)n(-c2ccccc2)n1C | 6 | 9 | 4 | 11 | 4 | 19 | 11 | -11 | 11 | 13 | -5
49 | CN(C)CCO[C@@H](c1ccc(Cl)cc1)c1ccccn1 | 0 | -5 | 5 | 8 | 12 | 0 | 28 | -3 | 8 | 9 | -1
50 | COc1ccc(-c2nn(-c3ccccc3)cc2C#N)cc1 | 10 | -3 | -22 | -33 | -30 | 15 | -90 | -127 | -68 | -19 | -43
51 | Cc1ccc(C)c(OCCC(=O)Nc2ccc(S(=O)(=O)N3CCCC3)cc2)c1 | -7 | 4 | -2 | 15 | 2 | 6 | 4 | -4 | 2 | 0 | 9
52 | O=C(NNC(=O)C1COc2ccccc2O1)c1cccc([N+](=O)[O-])c1 (centres undefined) | 2 | 17 | -3 | -21 | 17 | -1 | -4 | 6 | -5 | 0 | 10
53 | Clc1ss/c(=N\c2ccccn2)c1Cl | -7 | 9 | -11 | -17 | 2 | -3 | -2 | 14 | -15 | -11 | -13
54 | Cc1ccc(-c2nc3cccnc3s2)cc1NC(=O)C1c2ccccc2Oc2ccccc21 | 17 | -21 | -17 | -32 | -54 | -18 | -29 | 10 | -12 | -9 | -42
55 | CN(NC(=O)c1ccccc1)C1=NS(=O)(=O)c2ccccc21 | 22 | -12 | -6 | -9 | 11 | -4 | 8 | 13 | -6 | 7 | 5
56 | COc1ccccc1N1CCN(C(=O)COc2cccc(C)c2C)CC1 | 3 | -2 | -2 | 1 | -15 | -5 | -1 | -3 | 9 | 14 | 18
57 | O=Cc1ccnc(-c2ccc(OC(=O)c3ccco3)cc2)n1 | -3 | 16 | 5 | -23 | -6 | 0 | 7 | -17 | -38 | 8 | -25
58 | Cc1ccc(S(=O)(=O)NCCC(=O)NCc2cccnc2)cc1 | -6 | 0 | 4 | 9 | -4 | -6 | 1 | 9 | -4 | -4 | 12
59 | CCCCCCN1C[C@H](O)[C@@H](n2cc(C3CC3)nn2)C[C@@H]1c1ccccc1 | 9 | -8 | 7 | 4 | 4 | 8 | -3 | 10 | 2 | 16 | -4
